TbREL1 inh: TbREL1 inhibition, primary screen. P86926. inhibition, % at 9.66 µM. hit rate 0.49% among 89,000. TbREL1 RNA ligation, FRET fluorescence;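 active means inhibition above the mean inhibition across all screened compounds plus 3 SD, cut at about 11% in these data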;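 further: 0% = plate median of test wells and 100% = NSC42067 control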
Target sequence (P86926 whole entry, looked up): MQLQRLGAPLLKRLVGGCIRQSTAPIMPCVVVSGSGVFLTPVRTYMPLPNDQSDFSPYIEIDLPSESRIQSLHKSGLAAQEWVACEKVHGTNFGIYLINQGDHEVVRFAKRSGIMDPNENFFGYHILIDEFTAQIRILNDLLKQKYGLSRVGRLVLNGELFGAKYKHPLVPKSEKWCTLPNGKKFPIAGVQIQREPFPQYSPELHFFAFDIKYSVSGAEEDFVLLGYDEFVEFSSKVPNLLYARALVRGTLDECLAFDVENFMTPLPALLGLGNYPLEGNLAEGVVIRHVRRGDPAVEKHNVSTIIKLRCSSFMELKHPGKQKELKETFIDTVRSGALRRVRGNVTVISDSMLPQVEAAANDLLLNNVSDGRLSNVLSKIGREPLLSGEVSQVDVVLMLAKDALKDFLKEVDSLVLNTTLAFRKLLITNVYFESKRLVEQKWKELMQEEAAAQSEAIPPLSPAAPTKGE
The depositor's hits bear a star. This is a subset (hit frequency here may not be typical).

SMILES | TbREL1 inh
Cc1ccc(O)c(C(CC(=O)NC2CCCCC2)c2ccccc2)c1 (stereo not given) | 0
COC(=O)[C@]1(Cc2ccccc2)N[C@H](CN(C)C(=O)Nc2ccc(C(F)(F)F)cc2)[C@@H]2C(=O)N(Cc3ccccc3)C(=O)[C@@H]21 | 1
O=C(COC(=O)Cc1ccc(Br)cc1)NC1CCCCCC1 | 4
CCC(c1nnc(SCC(=O)NCCc2ccc(Cl)cc2Cl)o1)N(C)C (stereo not given) | -1
CCOCCCNC(=S)N(Cc1ccccc1)Cc1nc2ccccc2c(=O)[nH]1 | 2
CC(C)C(=O)N1CCC(CN=Cc2c(O)n(C3CCCCC3)c(=O)n(C3CCCCC3)c2=O)CC1 | -1
Nc1cccc(S(=O)(=O)N2CCCN(S(=O)(=O)c3ccc4c(c3)OCCO4)CC2)c1 | -2
CC(=O)N1CCN(c2ccc(N)cc2)CC1 | -5
COc1ccc(CN(CC(=O)NCc2ccc(F)cc2)C(=O)c2csnn2)cc1 | 3
CCCCN(C(=O)c1c(-c2ccccc2)noc1C)c1c(N)n(CCC)c(=O)[nH]c1=O | 5
O=C(c1ccccc1F)N(Cc1nc2ccccc2c(=O)[nH]1)C1CCCC1 | -1
COc1ccc(C(=O)N2CCC(c3ccccc3)CC2)c(OC)c1OC | -4
COc1ccc(CNC2CCSc3ccccc32)cc1OC (stereo not given) | 2
O=C(Nc1cc([N+](=O)[O-])ccc1N1CCCC1)c1cccs1 | 3
Nn1c(SCc2nc3ccccc3[nH]2)nnc1-c1cccnc1 | 3
O=C(CCC(=O)N1CCSc2ccccc21)NC1CCCCC1 | 4
COc1ccc(C(=O)Cc2nnc(C)s2)c(OC)c1 | -2
COc1ccc(C2c3ccsc3CCN2C(C)=O)cc1 (stereo not given) | 0
O=C(CCNC(=O)c1ccccc1Cl)NCC1CCCO1 (stereo not given) | 3
COc1cc(/C=C2\C(C)=C(C#N)c3nc(N)c(C#N)c(C)c32)ccc1OCC(=O)O | 3
COc1ccc(-c2nnc(NC(=O)C(C)C)o2)cc1 | 0
COC(=O)[C@H]1C[C@H]1[C@@H](NC(=O)c1ccc[nH]1)c1ccccc1 | 4
Cc1c(C(=O)N2CCCC2)oc2c1-c1nn(CC(=O)NCCCOC(C)C)cc1CC2 | -2
Cc1ccc(CNC(=O)Cn2cncn2)cc1 | 1
O=C(O)CC(C(=O)O)C(=Cc1ccccc1)c1ccccc1 (stereo not given) | -2

New compounds follow
SMILES | TbREL1 inh
COc1ccccc1CNC(=O)COC(=O)C1CC1 | -1
COC(=O)[C@]12C[C@H](CC(=O)N3CCN(C(=O)c4ccco4)CC3)C(=O)N(Cc3ccc(Cl)cc3Cl)C1=C[C@H](C(C)(C)C)O[C@@H]2C | 1
CC(OC(=O)c1cc(=O)[nH]c2ccccc12)C(=O)NC1CCCC1 (stereo not given) | 1
Cc1onc(-c2ccccc2)c1C(=O)n1nnc2ccccc21 | 1
O=C(CSc1nnc(Cc2cccs2)n1C1CCCCC1)N1CCCc2ccccc21 | -4
N#CC1=C(N)N(c2ccc(Oc3ccccc3)cc2)C(=O)C1 | -2
O=c1oc(CCO)cc2ccc(-c3ccc4[nH]ccc4c3)cc12 | -1
Cc1c(-c2ccccc2)cn2c1-c1ccc(C)n1CC2 | -4
CCOC(=O)c1c(NC(=O)CN2CCN(c3cccc(Cl)c3)CC2)sc(C)c1C | 1
CCOc1ccc(N2C(=O)CSC23CCCCC3)cc1 | 0
CNC(=O)C1CC(=O)N(CCc2ccc(OC)c(OC)c2)C(=Nc2ccc(F)cc2)S1 (stereo not given) | 2
O=C(CN(C1CCCCC1)S(=O)(=O)c1ccc(F)cc1)NCC1CCCO1 (stereo not given) | -5
COc1ccccc1CNC(=O)C1CCN(C(=O)NC2CCCCC2)CC1 | 0
CCCC1(C(=O)O)NC(c2ccccc2O)C2C(=O)N(Cc3ccccc3)C(=O)C21 (stereo not given) | 2
O=C(NCc1nnnn1-c1ccc(F)cc1)C1CC(=O)N(c2ccc(F)cc2)C1 (stereo not given) | 6
COc1ccc(C2(c3ccc(OC)cc3)NC(=O)N(CC(=O)Nc3ccc(C(=O)N(C)C)cc3)C2=O)cc1 | -2
CN1C/C(=C/c2cccs2)C(=O)/C(=C\c2cccs2)C1 | -6
O=C(Nc1ccc(F)cc1F)C1CCN(c2nnc(-n3cccc3)s2)CC1 | 0
CC(=O)c1cccc(N(C(=O)c2ccco2)C(C(=O)NC2CCCC2)c2ccc(N3CCOCC3)cc2)c1 (stereo not given) | 5
CCOC(=O)c1ccc(N2C(=O)C(O)=C(C(C)=O)C2c2ccc(O)c(OC)c2)cc1 (stereo not given) | 0
CCN(CC)CCCNC(=O)CSc1nnc(-c2ccncc2)n1-c1ccc(OC)cc1 | 3
Cc1oc(-c2ccc3c(c2)OCCO3)cc1C(=O)NCC(=O)O | -5
CCSc1nnc(Cn2c(=O)sc3ccccc32)n1-c1ccc(OC)cc1 | -1
O=C(COc1ccccc1Cl)NNC(=O)Cn1[nH]c(=O)c2ccccc2c1=O | 7
CCN(CC)c1ccc(S(=O)(=O)N2CCOCC2)cc1NC(=O)COC(=O)COc1ccccc1C | 2

Grouped by structure, those above with a Cl atom.
SMILES | TbREL1 inh
CCC(c1nnc(SCC(=O)NCCc2ccc(Cl)cc2Cl)o1)N(C)C (stereo not given) | -1
O=C(CCNC(=O)c1ccccc1Cl)NCC1CCCO1 (stereo not given) | 3
COC(=O)[C@]12C[C@H](CC(=O)N3CCN(C(=O)c4ccco4)CC3)C(=O)N(Cc3ccc(Cl)cc3Cl)C1=C[C@H](C(C)(C)C)O[C@@H]2C | 1
CCOC(=O)c1c(NC(=O)CN2CCN(c3cccc(Cl)c3)CC2)sc(C)c1C | 1
O=C(COc1ccccc1Cl)NNC(=O)Cn1[nH]c(=O)c2ccccc2c1=O | 7

Going on with the list:
SMILES | TbREL1 inh
Cc1ccc(NC(=O)c2cc(Cl)ccc2[N+](=O)[O-])cc1C | -1
COC(=O)[C@H](CCSC)NC(=O)NCc1ccccc1F | 1
Nn1c(SCc2cccc(F)c2)nnc1-c1ccncc1 | 1
Nc1ccc(S(=O)(=O)N2CCCC2)cc1Cl | -1
CNC(=O)COC(=O)c1ccccc1Oc1ccccc1 | 0
NC(=O)CC(NC(=O)Cc1ccc(Cl)cc1)c1ccc(NCc2ccccc2)c([N+](=O)[O-])c1 (stereo not given) | 0
CCOC(=O)CNc1nc(OCC#N)nc(N2CCOCC2)n1 | -2
CN1CCN(CCCNC(=O)c2ccc(CS(=O)(=O)c3ccc(Br)cc3)o2)CC1 | 3
O=C(O)CCNC1C=CS(=O)(=O)C1 (stereo not given) | 6
COC(=O)c1ccc(NCc2cc(O)ccc2O)cc1 | -1
C=CCn1c(-c2cccc(Cl)c2)n[nH]c1=S | -2
COCCN(CCOC)C(=O)c1sc2nc(-c3ccccc3)cn2c1C | 0
O=C(NCC1COc2ccccc2O1)c1ccc(NC(=O)c2cccc(F)c2F)cc1 (stereo not given) | 3
CCOC(=O)C1(Cc2ccccc2)CCCN(Cc2cnn(CC)c2)C1 (stereo not given) | -2
CCC(=O)Oc1ccc2ccccc2c1CNC(=O)c1ccccc1 | -3
CCOc1ccc(NC(=O)CN(C)C(=O)Cc2ccsc2)cc1OCC | 1
O=C(COc1ccccc1Cl)NCCCNC(=O)c1ccncc1 | -3
Cc1cc(C)c(CN2CCN(C(=O)Cn3cnc(C(=O)Nc4ccc(C)c(C)c4)n3)CC2)c(C)c1 | -1
O=C1CC(NS(=O)(=O)c2cccs2)CN1c1ccc(F)cc1 (stereo not given) | 1
Cc1ccccc1C(=O)c1cccn1CC(=O)NCc1ccc2c(c1)OCO2 | 0
Cc1ccc(C(=O)NCC(=O)OCc2c(F)cccc2Cl)s1 | 5
CCOC(=O)C[C@H]1c2cc(F)ccc2S(=O)(=O)N1C1CCCC1 | -1
CCN(CC)CCOC(=O)CCc1cccc2ccccc12 | 4
CCN(CC)S(=O)(=O)c1ccc(C(=O)NCC(=O)NCc2ccc3c(c2)OCO3)cc1 | -3
C=CCn1c(C)nnc1SCC(=O)Nc1oc(C)c2c(C)n[nH]c(=O)c12 | 1

(continued)
SMILES | TbREL1 inh
O=C(c1ccc2c(c1)N(Cc1ccccc1)CCS2)N1CCCCC1 | -3
Cc1ccc(NC(=O)COC(=O)Cn2c(C)csc2=O)cc1 | 3
COc1cc(NC(=O)c2cccs2)c(OC)cc1NC(=O)CCC(=O)Nc1cccc2ncccc12 | -3
O=C(Nc1ccccc1)c1cn(CCBr)cn1 | 2
CC(/C=C/C=C/c1ccccc1)=N/NC(=O)CNc1ccccc1C | -4
CS(=O)(=O)c1ccc(C(=O)NCc2ccccc2F)cc1 | 0
COC(=O)CCCN=C1SCCN1Cc1ccccc1 | -4
COc1cccc(-c2nc(CS(=O)CC(=O)NCCc3ccc(C)cc3)c(C)o2)c1 (stereo not given) | 4
Clc1ccc(-c2nnc3n2N=C(c2ccc(-c4ccccc4)cc2)CS3)c(Cl)c1 | -1
CCCCCCSc1cc(-c2nc3ccc(Cl)cn3c2NC2CCCCC2)ccc1OC | -2
N/C(Cc1nc(-c2ccc(Br)cc2)cs1)=N\O | 1
COc1ccc(-n2nc(C(=O)NCC(=O)NCCCN3CC(C)CC(C)C3)c3ccccc3c2=O)cc1 (stereo not given) | 0
COC(=O)c1cc(NC(=O)Cc2cc(OC)c(OC)c(OC)c2)cc(C(=O)OC)c1 | 1
COc1ccccc1CNS(=O)(=O)c1ccc(F)cc1Br | -1
CCOc1ccc(N2CC(C(=O)NCc3cccc(C)c3)CC2=O)cc1 (stereo not given) | -2
Cc1ccc(S(=O)(=O)N2CCN(C(=O)COC(=O)c3ccc(Cl)c(S(N)(=O)=O)c3)CC2)c(C)c1 | -8
CCCc1ccc(-c2cc(NC(=O)Cc3c(C)[nH]c4ccccc34)ccc2Nc2cccnc2)cc1 | -3
COc1cc(OC)cc(C(=O)N[C@H](C(=O)OCC(=O)Nc2ccc(C)cc2C)C(C)C)c1 | 0
CC(=O)Nc1c(-c2ccc(F)cc2)nc2ncccn12 | 4
CCOc1ccc(C(C)=O)cc1COc1cccnc1[N+](=O)[O-] | 6
CCC(CC)C(=O)N1CC(=O)Nc2ccc(Br)cc2C1c1ccccc1 (stereo not given) | 2
Cc1ccccc1C1CC(=O)NC2=C1C(=O)CCC2 (stereo not given) | -3
COc1ccc(CNC(=O)CNC(=O)c2ccc(Br)o2)cc1OC | 4
O=C(c1c(F)cccc1F)N1CCN(S(=O)(=O)c2ccc3c(c2)OCCO3)CC1 | 2
CC(C)c1cccc(C(C)C)c1NC(=O)COC(=O)c1ccc(OCC(=O)Nc2cccc(C(F)(F)F)c2)cc1 | 0
CC(C)C[C@@H]1CN(CCCC[C@H]2CNC(=O)C(=O)N2CCC2CCCCC2)C(=O)C(=O)N1CC1CCCCC1 | 1
COc1cc(N2CCOCC2)ncn1 | 0
CN(CCC#N)S(=O)(=O)c1ccc2[nH]cc(C(=O)NCCc3ccccc3)c(=O)c2c1 | -2
CCCC1CCC2(CC1)CCC2OC(=O)Nc1c(OC)cccc1OC (stereo not given) | 6
O=[N+]([O-])c1cccc2[nH]ncc12 | 0

Structures above that contain four or more nitrogen atoms:
SMILES | TbREL1 inh
COC(=O)[C@]1(Cc2ccccc2)N[C@H](CN(C)C(=O)Nc2ccc(C(F)(F)F)cc2)[C@@H]2C(=O)N(Cc3ccccc3)C(=O)[C@@H]21 | 1
CCC(c1nnc(SCC(=O)NCCc2ccc(Cl)cc2Cl)o1)N(C)C (stereo not given) | -1
CCOCCCNC(=S)N(Cc1ccccc1)Cc1nc2ccccc2c(=O)[nH]1 | 2
CC(C)C(=O)N1CCC(CN=Cc2c(O)n(C3CCCCC3)c(=O)n(C3CCCCC3)c2=O)CC1 | -1
COc1ccc(CN(CC(=O)NCc2ccc(F)cc2)C(=O)c2csnn2)cc1 | 3
CCCCN(C(=O)c1c(-c2ccccc2)noc1C)c1c(N)n(CCC)c(=O)[nH]c1=O | 5
Nn1c(SCc2nc3ccccc3[nH]2)nnc1-c1cccnc1 | 3
COc1cc(/C=C2\C(C)=C(C#N)c3nc(N)c(C#N)c(C)c32)ccc1OCC(=O)O | 3
Cc1c(C(=O)N2CCCC2)oc2c1-c1nn(CC(=O)NCCCOC(C)C)cc1CC2 | -2
Cc1ccc(CNC(=O)Cn2cncn2)cc1 | 1
Cc1onc(-c2ccccc2)c1C(=O)n1nnc2ccccc21 | 1
O=C(CSc1nnc(Cc2cccs2)n1C1CCCCC1)N1CCCc2ccccc21 | -4
O=C(NCc1nnnn1-c1ccc(F)cc1)C1CC(=O)N(c2ccc(F)cc2)C1 (stereo not given) | 6
COc1ccc(C2(c3ccc(OC)cc3)NC(=O)N(CC(=O)Nc3ccc(C(=O)N(C)C)cc3)C2=O)cc1 | -2
O=C(Nc1ccc(F)cc1F)C1CCN(c2nnc(-n3cccc3)s2)CC1 | 0
CCN(CC)CCCNC(=O)CSc1nnc(-c2ccncc2)n1-c1ccc(OC)cc1 | 3
CCSc1nnc(Cn2c(=O)sc3ccccc32)n1-c1ccc(OC)cc1 | -1
O=C(COc1ccccc1Cl)NNC(=O)Cn1[nH]c(=O)c2ccccc2c1=O | 7
Nn1c(SCc2cccc(F)c2)nnc1-c1ccncc1 | 1
NC(=O)CC(NC(=O)Cc1ccc(Cl)cc1)c1ccc(NCc2ccccc2)c([N+](=O)[O-])c1 (stereo not given) | 0
CCOC(=O)CNc1nc(OCC#N)nc(N2CCOCC2)n1 | -2
Cc1cc(C)c(CN2CCN(C(=O)Cn3cnc(C(=O)Nc4ccc(C)c(C)c4)n3)CC2)c(C)c1 | -1
C=CCn1c(C)nnc1SCC(=O)Nc1oc(C)c2c(C)n[nH]c(=O)c12 | 1
COc1cc(NC(=O)c2cccs2)c(OC)cc1NC(=O)CCC(=O)Nc1cccc2ncccc12 | -3
Clc1ccc(-c2nnc3n2N=C(c2ccc(-c4ccccc4)cc2)CS3)c(Cl)c1 | -1
COc1ccc(-n2nc(C(=O)NCC(=O)NCCCN3CC(C)CC(C)C3)c3ccccc3c2=O)cc1 (stereo not given) | 0
CCCc1ccc(-c2cc(NC(=O)Cc3c(C)[nH]c4ccccc34)ccc2Nc2cccnc2)cc1 | -3
CC(=O)Nc1c(-c2ccc(F)cc2)nc2ncccn12 | 4
CC(C)C[C@@H]1CN(CCCC[C@H]2CNC(=O)C(=O)N2CCC2CCCCC2)C(=O)C(=O)N1CC1CCCCC1 | 1
CN(CCC#N)S(=O)(=O)c1ccc2[nH]cc(C(=O)NCCc3ccccc3)c(=O)c2c1 | -2
